Screening data: PubChem BioAssay, Emory University Molecular Libraries Screening Center
14-3-3 PPI – 14-3-3 gamma protein interaction modulation. P61981. FP, 14-3-3gamma / TMR-pS259-Raf peptide binding. inhibition, % at 40 µM. 160,000 compounds, 0.19% hits; in the data active means inhibition above about 30%;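 further: 0% = protein plus tracer without compound and 100% = blank with tracer alone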
Target sequence (P61981 whole entry, looked up): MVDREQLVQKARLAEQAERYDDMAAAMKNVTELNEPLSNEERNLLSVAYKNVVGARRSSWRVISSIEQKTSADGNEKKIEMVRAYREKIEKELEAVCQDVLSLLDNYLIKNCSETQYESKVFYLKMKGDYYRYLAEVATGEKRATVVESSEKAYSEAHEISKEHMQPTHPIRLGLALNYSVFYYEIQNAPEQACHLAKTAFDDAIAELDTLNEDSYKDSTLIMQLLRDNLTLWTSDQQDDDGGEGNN
* = called active by the depositor; & = joins results of further samples.

How did CCOc1ccc(S(=O)(=O)Nc2ccc3c(c2)c2c(n3S(=O)(=O)c3ccc(OCC)cc3)CC(C)(C)CC2=O)cc1 do in these assays?
14-3-3 PPI: -27

How did Cc1cc2ncn(C(=O)CCCOc3ccccc3)c2cc1C do in these assays?
14-3-3 PPI: -5

How did Cc1nn(Cc2ccccc2)c(N)c1-c1ccccc1 do in these assays?
14-3-3 PPI: -3

Results for COc1ccc(CSc2nnc(N)s2)cc1F ?
14-3-3 PPI: -8

Results for COc1nc(Nc2ccc(I)cc2)nc(NC2CCCCC2)n1 ?
14-3-3 PPI: 0

Results for CCOC(=O)c1c(C)oc2c1c(C(c1ccccn1)N1CCN(C)CC1)c(O)c1ccccc12 (stereo not drawn) ?
14-3-3 PPI: 2

What do the screens show for `Cc1ccc(C)c(N(CC(=O)NC2CCCC2)C(=O)CCCC(=O)Nc2ccccn2)c1`?
14-3-3 PPI: -3

Results for O=C(Nc1ccc(O)c(-c2nc3ccccc3o2)c1)c1cccc([N+](=O)[O-])c1 ?
14-3-3 PPI: -158

Results for CC1CCN(S(=O)(=O)c2cccc(C(=O)Nc3ccccc3C(=O)N3CCCC3)c2)CC1 ?
14-3-3 PPI: 2

How did COc1ccc(-n2nc(C(=O)N3CCN(Cc4ccc5c(c4)OCO5)CC3)c3ccccc3c2=O)cc1 do in these assays?
14-3-3 PPI: -4

How did CCCCCSCc1ccc2oc(C(=O)O)cc2c1 do in these assays?
14-3-3 PPI: 0

What do the screens show for `CCOC(=O)C(CC)Sc1nc(-c2ccc(OC)cc2)nc2c1c(=O)n(C)c(=O)n2C` (stereo not drawn)?
14-3-3 PPI: -3&-7

Results for O=[N+]([O-])c1ccc(-c2noc(CC3CCCCC3)n2)cc1 ?
14-3-3 PPI: -21

Results for Cc1ccc(-n2nc3c(c2NC(=O)c2ccccc2I)CSC3)cc1 ?
14-3-3 PPI: -3

What do the screens show for `CC(=O)c1ccc(N2C(=O)c3ccc([N+](=O)[O-])cc3C2=O)cc1`?
14-3-3 PPI: 1

Two entries drawn at random from those above:
Results for COc1nc(Nc2ccc(I)cc2)nc(NC2CCCCC2)n1 ?
14-3-3 PPI: 0

Results for CCOC(=O)c1c(C)oc2c1c(C(c1ccccn1)N1CCN(C)CC1)c(O)c1ccccc12 (stereo not drawn) ?
14-3-3 PPI: 2

Back to the main list with the seven entries that preceded the break.
Results for CC1CCN(S(=O)(=O)c2cccc(C(=O)Nc3ccccc3C(=O)N3CCCC3)c2)CC1 ?
14-3-3 PPI: 2

How did COc1ccc(-n2nc(C(=O)N3CCN(Cc4ccc5c(c4)OCO5)CC3)c3ccccc3c2=O)cc1 do in these assays?
14-3-3 PPI: -4

How did CCCCCSCc1ccc2oc(C(=O)O)cc2c1 do in these assays?
14-3-3 PPI: 0

What do the screens show for `CCOC(=O)C(CC)Sc1nc(-c2ccc(OC)cc2)nc2c1c(=O)n(C)c(=O)n2C` (stereo not drawn)?
14-3-3 PPI: -3&-7

Results for O=[N+]([O-])c1ccc(-c2noc(CC3CCCCC3)n2)cc1 ?
14-3-3 PPI: -21

Results for Cc1ccc(-n2nc3c(c2NC(=O)c2ccccc2I)CSC3)cc1 ?
14-3-3 PPI: -3

What do the screens show for `CC(=O)c1ccc(N2C(=O)c3ccc([N+](=O)[O-])cc3C2=O)cc1`?
14-3-3 PPI: 1

Results for NC(=O)c1cn(-c2ccccc2)nc1-c1ccc(Cl)cc1 ?
14-3-3 PPI: -1

How did CC(C)c1ccccc1NC(=O)CCCC(=O)O do in these assays?
14-3-3 PPI: 2

Results for O=C(NCc1cccnc1)c1ccc2nc3ccc(Cl)cc3c(=O)n2c1 ?
14-3-3 PPI: 6

Results for Cc1noc(C)c1CSc1ccccc1C(=O)Nc1nccs1 ?
14-3-3 PPI: -1

Results for CCCn1c(CNC(=O)c2cccc(C)c2)nc2ccccc21 ?
14-3-3 PPI: -10

Results for O=C(Nc1ccc(Cl)cc1C(=O)NCc1cccnc1)c1ccco1 ?
14-3-3 PPI: 13

How did O=C(c1cnccn1)N1CCc2ccccc21 do in these assays?
14-3-3 PPI: -13

How did COc1ccc(N2C(=S)NC3CC2(C)Oc2c(OC)cccc23)cc1 (stereo not drawn) do in these assays?
14-3-3 PPI: -10

How did O=C(NCCSCc1c(F)cccc1Cl)c1ccco1 do in these assays?
14-3-3 PPI: 0

How did Cc1cc(/C=N/n2cnnc2)c(C)n1-c1cccc(C(=O)O)c1 do in these assays?
14-3-3 PPI: -2

What do the screens show for `CCN(CC)S(=O)(=O)c1ccc2oc(C(=O)Nc3cccc(C(F)(F)F)c3)c(C)c2c1`?
14-3-3 PPI: -10

How did COc1cc(C2NC(=O)CCC2[N+](=O)[O-])cc(Cl)c1O (stereo not drawn) do in these assays?
14-3-3 PPI: 3

Results for Cc1nc(SCC(=O)N2CCCCC2)c2c(=O)n(C)c(=O)n(C)c2n1 ?
14-3-3 PPI: 5

What do the screens show for `CC(=O)Nc1ccc(Oc2nnc(C)c3ccccc23)cc1`?
14-3-3 PPI: -2

How did CCOC(=O)CCCSc1nc2sc(C)c(C)c2c(=O)n1-c1ccccc1 do in these assays?
14-3-3 PPI: 44*

As a short view, some entries already given.
Results for O=C(Nc1ccc(Cl)cc1C(=O)NCc1cccnc1)c1ccco1 ?
14-3-3 PPI: 13

How did O=C(c1cnccn1)N1CCc2ccccc21 do in these assays?
14-3-3 PPI: -13

Other entries:
What do the screens show for `Cc1cccc(-n2cc(-c3ccccc3)nc2SCC(=O)Nc2ccc(F)cc2)c1`?
14-3-3 PPI: -5

How did Cc1cccc2cc(COC(=O)c3ccccn3)c(=O)[nH]c12 do in these assays?
14-3-3 PPI: -7

Results for O=C(CSc1nnc(-c2cnccn2)n1Cc1ccco1)c1ccc(Cl)c(Cl)c1 ?
14-3-3 PPI: -12

What do the screens show for `CN1CCN(C(CNS(=O)(=O)c2ccc(F)cc2)c2cccnc2)CC1` (stereo not drawn)?
14-3-3 PPI: -6

How did Cc1ccc(-c2nnc(Nc3ccc(Cl)cc3)c3ccccc23)cc1S(=O)(=O)N1CCN(C)CC1 do in these assays?
14-3-3 PPI: -10

How did C=CCc1c(C)c(C#N)c2nc3ccccc3n2c1NCc1cccnc1 do in these assays?
14-3-3 PPI: -18

What do the screens show for `Clc1ccccc1CNCc1ccc2c(c1)OCO2`?
14-3-3 PPI: -6

How did C=CCc1cccc(C=Nc2c(C)n(C)n(-c3ccccc3)c2=O)c1OC do in these assays?
14-3-3 PPI: 1

Results for Cc1ccccc1OCc1nc(-c2ccc(Br)cc2)no1 ?
14-3-3 PPI: -3

How did COC(=O)c1c(C)oc2ccc(N(C(C)=O)S(=O)(=O)c3cc([N+](=O)[O-])ccc3C)cc12 do in these assays?
14-3-3 PPI: -8

How did O=C(Cc1cn2ccsc2n1)NCc1ccccc1 do in these assays?
14-3-3 PPI: 0

Results for O=[N+]([O-])c1cc(C(F)(F)F)ccc1Sc1nccn1Cc1ccccc1 ?
14-3-3 PPI: 0

Results for O=C(Nc1ccc(O)c(-c2nc3ccccc3[nH]2)c1)C12CC3CC(CC(C3)C1)C2 ?
14-3-3 PPI: -5

Results for NS(=O)(=O)c1ccc2c(c1)C1C=CCC1C(C(=O)O)N2 (stereo not drawn) ?
14-3-3 PPI: -104

Results for COc1cccc(C2CC(c3cccs3)=NN2C(=O)CCC(=O)O)c1OC (stereo not drawn) ?
14-3-3 PPI: -152

Results for COc1ccccc1NC(=O)CN1CCN(S(=O)(=O)c2ccc(F)cc2)CC1 ?
14-3-3 PPI: 0

How did Cc1cccc(Cn2c(C=Cc3ccccc3)nc3ccccc32)c1 do in these assays?
14-3-3 PPI: -7

What do the screens show for `CC1CCCCN1CCCNC(=O)c1cc(Sc2ccc(F)cc2)nc2ccccc12` (stereo not drawn)?
14-3-3 PPI: -75

Results for O=C1CC(c2cccnc2)c2cc3c(cc2N1)OCCO3 (stereo not drawn) ?
14-3-3 PPI: 0

Results for COc1ccc(C(=O)Nc2ccc(NC(=O)c3cccs3)cc2)cc1[N+](=O)[O-] ?
14-3-3 PPI: -7

Results for O=C(Cc1ccc(Cl)cc1)Nc1ccc(N2CCCCC2)cc1 ?
14-3-3 PPI: -13

How did CC1(C)CN=C(NC2CCCCC2)S1 do in these assays?
14-3-3 PPI: 8&5

Results for COC(=O)c1cccc(C(=O)Nc2cnc3ccccc3c2)n1 ?
14-3-3 PPI: 3

What do the screens show for `CCOC(=O)c1c(C)oc2c1cc(NS(=O)(=O)c1ccc(Cl)c([N+](=O)[O-])c1)c1ccccc12`?
14-3-3 PPI: -30

How did COc1cccc(-c2cc(C(=O)Nc3ccc(OC)c(OC)c3)no2)c1 do in these assays?
14-3-3 PPI: -5

Results for CN(C(=O)c1ccncc1)c1nnc(-c2cnccn2)s1 ?
14-3-3 PPI: 1

What do the screens show for `O=C(CSc1nc2[nH]ncc2c(=O)n1-c1ccccc1)NCc1cccc(Cl)c1`?
14-3-3 PPI: -12

Results for Cc1cccc(C)c1NC(=O)C1CCCNC1 (stereo not drawn) ?
14-3-3 PPI: -1

How did O=C(c1cc2ccccc2cc1O)N1N=C(C(F)F)CC1(O)C(F)F (stereo not drawn) do in these assays?
14-3-3 PPI: -6

How did CCn1c(=O)c(C(=O)Nc2cnccn2)c(O)c2ccccc21 do in these assays?
14-3-3 PPI: 4

How did COc1ccc(C2(CC(=O)O)CCOC(C)(C)C2)cc1 (stereo not drawn) do in these assays?
14-3-3 PPI: 8

Results for O=C(Nc1ccc2c(c1)OC(F)(F)O2)c1cccnc1 ?
14-3-3 PPI: -11

How did COc1ccc(OC)c(CNC(=O)C2CCC(=O)N2C(C)C)c1 (stereo not drawn) do in these assays?
14-3-3 PPI: -3

How did CS(=O)(=O)NCCc1ccccc1 do in these assays?
14-3-3 PPI: 6

What do the screens show for `CC(=O)OC1CS(=O)(=O)CC1Cl` (stereo not drawn)?
14-3-3 PPI: -11

How did O=C(Nc1ccccc1C(=O)O)c1cc(S(=O)(=O)N2CCCC2)ccc1Cl do in these assays?
14-3-3 PPI: -3

What do the screens show for `COc1ccc(-c2nc3ccccc3o2)cc1NC(=O)c1ccc(C(C)C)cc1`?
14-3-3 PPI: -145

How did Cn1c(=O)c(=O)n(C)c2cc(S(=O)(=O)N3CCCCC3)ccc21 do in these assays?
14-3-3 PPI: -2&-2

How did Cc1ccccc1-n1c(=S)[nH]c2[nH]ncc2c1=O do in these assays?
14-3-3 PPI: -10

What do the screens show for `CCOC(=O)Cc1c(C)nc2cc(-c3cccc(Br)c3)nn2c1C`?
14-3-3 PPI: -8

What do the screens show for `CCOc1nc(-c2ccncc2)nc2ccccc12`?
14-3-3 PPI: -5

How did COc1ccc(CCn2c(=O)c3ccccc3n(CC(=O)Nc3ccc(Cl)cc3)c2=O)cc1OC do in these assays?
14-3-3 PPI: -8

How did COc1cc(-c2csc(N3CCOCC3)n2)cc(OC)c1OC do in these assays?
14-3-3 PPI: -8

What do the screens show for `CCC(=O)Nc1cc(NC(=O)CSc2nnc(C(C)C)n2CC)ccc1C`?
14-3-3 PPI: 1

How did Cc1ccccc1C1C=C(c2cccs2)Nc2nc3ccccc3n21 (stereo not drawn) do in these assays?
14-3-3 PPI: -41

Results for CCCC(=O)Nc1c2c(nn1-c1ccccc1C)CSC2 ?
14-3-3 PPI: -3

What do the screens show for `c1ccc(CN2CCC(N3CCN(Cc4ccc5c(c4)OCO5)CC3)CC2)cc1`?
14-3-3 PPI: -2

What do the screens show for `Cc1ccc(SCC(=O)N(Cc2nc(-c3ccccc3)no2)C(C)C)cc1`?
14-3-3 PPI: -8

What do the screens show for `COc1ccccc1Cn1c(=S)[nH]c2cc(C(=O)O)ccc2c1=O`?
14-3-3 PPI: -1

How did Cc1c(-c2nc3ccccc3c(=O)[nH]2)sc2nc(-c3ccccc3)nc(N)c12 do in these assays?
14-3-3 PPI: -35

What do the screens show for `CCOC(=O)CCc1c(C)n(CC)c2ncnn2c1=O`?
14-3-3 PPI: -5

How did CC1CC(C)CN(C(=O)c2cc(-c3cccnc3)nc3ccccc23)C1 (stereo not drawn) do in these assays?
14-3-3 PPI: 2

What do the screens show for `CC1CCc2sc3c(c2C1)c1ncnn1c(=O)n3CC(=O)c1ccc(Br)cc1` (stereo not drawn)?
14-3-3 PPI: 8

Results for COc1ccc(S(=O)(=O)N2CCN(Cc3ccc(Cl)cc3)CC2)cc1 ?
14-3-3 PPI: 10

How did CC(NC(=O)NC1CCCCC1)C(c1cccs1)N1CCOCC1 (stereo not drawn) do in these assays?
14-3-3 PPI: 3

What do the screens show for `C=CCn1c(SCc2ccc(F)cc2)nc2c1c(=O)[nH]c(=O)n2C`?
14-3-3 PPI: 0&-4

What do the screens show for `CCOC(=O)C1CCN(c2c(Nc3ccc4c(c3)OCCO4)c(=O)c2=O)CC1`?
14-3-3 PPI: -4

Results for N#Cc1c(-c2ccco2)cc(C2CC2)nc1SCC(N)=O ?
14-3-3 PPI: 23

What do the screens show for `O=c1nc(Nc2ccccc2)c(Cl)cn1-c1nc(-c2ccccc2)oc1-c1ccccc1`?
14-3-3 PPI: -3

Results for O=C(NS(=O)(=O)c1ccc2c(c1)OCCO2)c1ccccc1 ?
14-3-3 PPI: -6

How did CN1C(=O)c2ccccc2Sc2ccc(NC(=O)N3CCCC3)cc21 do in these assays?
14-3-3 PPI: 0

How did COc1ccccc1CNc1nc(-c2ccc(Br)cc2)nc2ccccc12 do in these assays?
14-3-3 PPI: -5

How did Cc1cc(=O)oc2ccc(OCC(=O)N(Cc3ccc(F)cc3)Cc3ccco3)cc12 do in these assays?
14-3-3 PPI: -4

What do the screens show for `COc1cc([N+](=O)[O-])ccc1NC(=O)c1ccc(S(=O)(=O)N2CCCC2)cc1`?
14-3-3 PPI: -2

Results for CCOC(=O)C1C2C=CC3(CN(c4cccc(Cl)c4)C(=O)C13)O2 (stereo not drawn) ?
14-3-3 PPI: -2

What do the screens show for `COc1ccc(NC(=O)Cc2nn(C)c(=O)c3ccccc23)cc1`?
14-3-3 PPI: 3

What do the screens show for `CCOc1ncnc2c1[nH]c1ccccc12`?
14-3-3 PPI: -2

Results for CCC(CC)N1CCN(Cc2ccco2)CC1 ?
14-3-3 PPI: 3

How did O=C(CSc1nc(Nc2ccccc2)nc(N2CCOCC2)n1)Nc1ccccc1Cl do in these assays?
14-3-3 PPI: 2

Results for COc1ccccc1C(CC(=O)O)C1CCOC(C)(C)C1 (stereo not drawn) ?
14-3-3 PPI: -3

What do the screens show for `Cn1c2ccccc2c2nnc(SCc3cccc(C(F)(F)F)c3)nc21`?
14-3-3 PPI: 1

This is a subset (hit frequency here may not be typical).
